Bioassay records deposited in PubChem BioAssay by National Center for Advancing Translational Sciences (NCATS).
MLL CXXC-DNA inh: MLL CXXC-DNA interaction inhibition; Q03164; MLL-CXXC / FITC-HOXA9 DNA fluorescence polarization; Potency, µM (titrated, usually from 115 µM), inactives show at the top dose activity change, negative = inhibition, hits mostly inhibitors; 290,000 tested, 0.037% active; AID 2662; active = well fitted inhibition curve with a large enough effect in the polarisation, with a control signal flat, not every such curve was filed as active; inconclusive = small, poorly fitted or top-dose-only effect, or effect the other way, or a change in a side signal; inactive = no such curve, though single readings can be large or run the other way; the % refers to the polarisation; note: potency is the fitted concentration of half-maximal effect
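Purified MLL-CXXC (added from a 7 uM solution) was preincubated 5 min at ambient with pinned compounds in 50 mM Tris-HCl pH 7.5, 50 mM NaCl, 1 mM DTT, 0.05% BSA. Fluorescein-labeled HOX-A9 DNA (50 nM solution) followed, 30 min, then polarization read.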
S-ASM inh: inhibitors of human secretory acid sphingomyelinase | P17405 | placental ASM, HMU-PC fluorogenic substrate, 60 min | Potency, µM (titrated, usually from 57.5 µM), without a hit: at the highest dose activity change, negative = inhibition, usual class: inhibitors | 340,000 tested, 0.006% active | AID 504937; note: potency is the fitted concentration of half-maximal effect
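Steps: dispense placental human ASM, pin compound, wait 10 min at room temperature, add HMU-PC0 substrate at 9 uM final, incubate 60 min at 37 °C, add stop solution raising pH to 10, read fluorescence.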
Menin MLL FP TR: displaces Texas Red mutant MLL peptide from human menin | Menin + Texas Red MLL mutant peptide, fluorescence polarization | Potency, µM (highest dose often 61.6 µM), for inactives: at the highest dose FP activity change, negative = inhibition, most hits filed as inhibitors | 270,000 tested, 0.23% active; active = well fitted inhibition curve with a large enough effect in the polarisation, with a control signal flat, not every such curve was filed as active; inconclusive = small, poorly fitted or top-dose-only effect, or effect the other way, or a change in a side signal; inactive = no such curve, though single readings can be large or run the other way; the % refers to the polarisation; note: potency is the fitted concentration of half-maximal effect; % of control where 0% means no effect; many of its hits are not listed in these tables
Target sequence (O00255 whole entry, looked up): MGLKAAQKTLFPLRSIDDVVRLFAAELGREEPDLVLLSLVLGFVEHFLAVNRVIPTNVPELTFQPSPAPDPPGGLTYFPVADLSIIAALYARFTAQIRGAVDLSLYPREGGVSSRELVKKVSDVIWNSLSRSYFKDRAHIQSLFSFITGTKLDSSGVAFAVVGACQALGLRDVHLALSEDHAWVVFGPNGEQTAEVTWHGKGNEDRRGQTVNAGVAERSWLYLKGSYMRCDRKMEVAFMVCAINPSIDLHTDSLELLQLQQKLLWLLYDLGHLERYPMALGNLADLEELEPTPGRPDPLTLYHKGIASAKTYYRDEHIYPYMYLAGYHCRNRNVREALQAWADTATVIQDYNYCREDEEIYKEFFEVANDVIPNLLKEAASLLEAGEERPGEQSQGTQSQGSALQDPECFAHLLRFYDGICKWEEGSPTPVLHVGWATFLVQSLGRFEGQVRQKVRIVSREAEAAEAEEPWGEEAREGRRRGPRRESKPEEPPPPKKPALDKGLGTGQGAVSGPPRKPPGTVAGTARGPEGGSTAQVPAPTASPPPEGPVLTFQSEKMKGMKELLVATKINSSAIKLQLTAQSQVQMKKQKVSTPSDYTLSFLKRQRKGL
PTAP TSG101 blk: blocks PTAP/TSG101 interaction to inhibit HIV-1 budding. Fluorescence polarization, FITC-PTAP peptide / Tsg101 binding. Q99816. 340,000 tested, under 10 active. AID 493005. Potency, µM (top dose mostly 115 µM), without a hit: top-dose activity change, negative = inhibition, most hits filed as inhibitors; active = well fitted inhibition curve with a large enough effect in the main read-out, with a control signal flat, not every such curve was filed as active; inconclusive = small, poorly fitted or top-dose-only effect, or effect the other way, or a change in a side signal; inactive = no such curve, though single readings can be large or run the other way; note: potency is the fitted concentration of half-maximal effect; % of control where 0% means no effect
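Steps: Tsg101 binding domain dispensed (10 uM final), compounds pinned in DMSO, FITC-labeled PTAP-motif peptide added (50 nM final); after 20 min binding at room temperature, polarization measured.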
A-T KAP1 phos: candidate therapy for ataxia-telangiectasia; […] A-T fibroblasts, KAP-1 phosphorylation AlphaLISA; neocarzinostatin DNA damage 30 min before lysis; Potency, µM (titrated, usually from 57.5 µM), without a hit: at the top dose activation, most hits filed as activators; 320,000 tested, 0.19% active; note: potency is the fitted concentration of half-maximal effect; % of control where 0% means no effect; nearly all actives have a fitted effect of over 45% in size
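ATM-like activity read as KAP-1 phosphorylation via AlphaLISA donor/acceptor antibody pairs after lysis and 6 hr at 25C. Cells were ATM-null patient fibroblasts ([…], hTERT), dosed 60 min, then exposed to the DSB inducer NCS for 30 min.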
TCR activator: activators of T cell receptors; primary human leukocytes, anti-CD3, IL-2 HTRF, 48 h; Potency, µM (top dose mostly 9.22 µM), without a hit: top-dose activation of IL-2 secretion, actives largely listed as activators; 330,000 tested, under 10 active; AID 504894; note: % of control where 0% means no effect
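Readout: HTRF IL-2, Eu-cryptate/d2 antibody pair, 320nm excitation, 665nm emission. Stimulus: a-CD3 beads, no co-stimulation. Cells: primary human leukocytes. Exposure: 48 hr with compound.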
TSHR antagonist: human thyrotropin receptor antagonism; 330,000 tested, 0.2% active; P16473; TSHR-expressing cells, TSH-stimulated cAMP HTRF, 2 h; stronger effect = lower value; AID 504810; activity change, negative = inhibition, % at 11.5 µM;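 active = activity change below a set negative limit, meaning inhibition stronger than a set level, cut at about -70% in these data; inconclusive = activity change between two set negative limits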; note: % is set by controls: 0 for no effect and ±100 for the full control effect
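Cell-based HTRF cAMP assay; TSHR cells + compound, TSH EC80 (4nM final), 2 h, 37 deg C. Lysis with anti-cAMP cryptate and cAMP-d2, 30 min RT, read 665/620 nm.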
MBNL1 CUG block: blocks human MBNL1 binding to CUG repeat RNA; 280,000 tested, 0.036% active; Potency, µM (highest dose often 57.5 µM), for inactives: at the highest dose activity change, negative = inhibition, hits mostly inhibitors; Q9NR56; TR-FRET MBNL1-His/biotin-(CUG)12 binding, 665/545 ratio; AID 2675; active = well fitted inhibition curve with a large enough effect in the signal ratio, with a control signal flat, not every such curve was filed as active; inconclusive = small, poorly fitted or top-dose-only effect, or effect the other way, or a change in a side signal; inactive = no such curve, though single readings can be large or run the other way; the % refers to the signal ratio; note: potency is the fitted concentration of half-maximal effect; % is set by controls: 0 for no effect and ±100 for the full control effect
Target sequence (Q9NR56 whole entry, looked up): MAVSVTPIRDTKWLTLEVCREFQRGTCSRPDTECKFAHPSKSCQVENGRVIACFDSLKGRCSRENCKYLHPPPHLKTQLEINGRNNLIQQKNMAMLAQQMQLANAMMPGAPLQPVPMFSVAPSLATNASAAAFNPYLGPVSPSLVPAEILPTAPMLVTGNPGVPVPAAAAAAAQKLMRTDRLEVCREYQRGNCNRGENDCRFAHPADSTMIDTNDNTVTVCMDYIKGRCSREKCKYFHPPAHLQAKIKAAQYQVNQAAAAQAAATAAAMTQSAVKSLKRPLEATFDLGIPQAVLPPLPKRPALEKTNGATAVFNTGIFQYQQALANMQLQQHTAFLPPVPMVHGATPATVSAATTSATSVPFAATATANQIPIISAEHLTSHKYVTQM
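Ratiometric TR-FRET (665 over 545 nm, excitation 340 nm) tracks disruption of MBNL1-His/biotin-(CUG)12 complex after 60 min at room temperature, with compounds at 92 nM to 58 uM final.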
a7 integrin act: integrin-mediated muscular dystrophy alleviation activation. alpha7betagal myoblasts, beta-gal FDG fluorescence, 48 h. Potency, µM (doses to about 38.3 µM), for the others: at the top dose activation, actives largely listed as activators. 350,000 tested, 0.064% active. AID 624291;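 note: potency is the fitted concentration of half-maximal effect; 100% = response of the positive control SU9516; nearly all actives have a fitted effect of over 60% in size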
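Alpha7betagal+/- myoblasts (passage 13) were plated 16-24 hr, then exposed to compounds (1:260 dilution of DMSO stock) for 48 hours at 37C. After MPER lysis, β-galactosidase reporter activity was read as FDG fluorescence (ex 480/em 540) after 30 minutes.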
Mito fusion yeast: mitochondrial division inhibition or fusion activation; 320,000 tested, 0.23% active; AID 485298; Potency, µM (doses to about 46.1 µM), inactives show at the top dose growth rescue (activation), hits mostly activators; S. cerevisiae fusion-defective mutant growth rescue, CellTiterGlo 48 h;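 note: potency is the fitted concentration of half-maximal effect; % of control where 0% means no effect; nearly all actives have a fitted effect of over 45% in size; temperature-sensitive fusion mutants such as fzo1-1 at 37 °C on non-fermentable ethanol glycerol medium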
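Yeast fusion mutant, YPEG (non-fermentable carbon), compound, 48 h at 37C non-permissive; CellTiterGlo added, 10 min RT, luminescence read. Rescued growth = division inhibition.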
Numbers without * were called inactive; i = inactive; ? = inconclusive; · = not tested or not shown; [ ] = remark or other dose. Unless noted, calls come from the whole dose curve; as a rule, active = well fitted curve in the direction sought with a large enough effect; inconclusive = small, poorly fitted or top-dose-only effect, or another doubt; inactive = no such curve, though single readings can be large; an effect the other way counts as inactive or inconclusive. The list is partial; rates above refer to the full screens.

SMILES	MLL CXXC-DNA inh	S-ASM inh	Menin MLL FP TR	PTAP TSG101 blk	A-T KAP1 phos	TCR activator	TSHR antagonist	MBNL1 CUG block	a7 integrin act	Mito fusion yeast
O=S(=O)(Nc1cccc(S(=O)(=O)N2CCCCC2)c1)c1ccc(Cl)s1	·	-1%	·	-9%	3%	0%	-13	·	·	·
CC(C)CC(=O)Nc1cccc2c1C(=O)N(c1ccccc1)C2=O	7%	-5%	10%	-4%	0%	-2%[46.1 µM]	-4	49%[activator]	-6%	7%
O=C(NCc1ccco1)C1CN(S(=O)(=O)c2ccccc2)CCN1S(=O)(=O)c1ccccc1 (configuration not stated)	-3%	2%	0%	2%	4%	3%	30	1%	-18%	0%
CCNc1nc(NC(C)C)nc(N(C#N)CC(=O)OC)n1	7%	4%	2%	-2%	-5%	-2%	5	-8%	9%	-5%
CS(=O)(=O)N1CCN(c2ccccc2NC(=O)c2cccc3ccccc23)CC1	8%	-4%	5%	-7%	-1%	-1%[46.1 µM]	-18	0%	1%	0%
COc1ccc(C)cc1S(=O)(=O)N(CC(=O)N1CCCC1)c1ccccc1	10%	0%	-1%	-8%	-2%	-3%	3	4%	-5%	2%
COc1ccc(OCCOc2ccc(S(=O)(=O)N3CCCC3)cc2C(N)=O)cc1	·	-2%	·	-4%	0%	5%	45	·	-11%	-3%
COc1ccc(NC(=O)NCCCCc2ccccc2)cc1	-11%	0%	·	1%	-18%	-8%	-20	-12%	-3%	0%
Cc1ccc2c(CN3CCN(S(=O)(=O)c4ccc(Cl)cc4)CC3)cc(=O)oc2c1C	·	·	·	-1%	-2%	1%	-42	·	15%	21%
Cc1ccc(S(=O)(=O)N2CCC(C(=O)OCC(=O)NC(C)c3ccc(F)cc3)CC2)cc1C (configuration not stated)	·	7%	·	-7%	-1%	-1%	2	·	23%	2%
CCOC(=O)NC1(C(F)(F)F)C(=O)N(Cc2ccccn2)C2=C1C(=O)CC(C)(C)C2 (configuration not stated)	-26%	0%	-4%	-4%	4%	3%	-3	-6%	?	0%
CCC(C)(C)C1CCC2(CC1)NC(=O)N(CC(=O)N(C)CC(=O)Nc1ccccc1C(F)(F)F)C2=O (configuration not stated)	-7%	-5%	·	-1%	-9%	5%	10	-2%	-38%	-1%
CSc1ccc(S(=O)(=O)NCC(=O)OCC(=O)N(Cc2ccccc2)C(C)C)cc1[N+](=O)[O-]	·	-2%	·	-4%	-1%	0%	-3	·	-7%	-3%
Cc1cccc(NC(=O)C2CC(=O)N(c3ccccc3)C2)c1C (configuration not stated)	8%	11%	?	4%	13%	-8%	33	-10%	-1%	5%
O=S(=O)(NC1CC1)c1ccc(Cl)cc1	4%	2%	-10%	1%	-1%	-4%	3	0%	-17%	2%
COc1ccccc1C(=O)NCCC(=O)NC1CCCCC1C (configuration not stated)	·	2%	·	-2%	5%	0%	1	·	-9%	-4%
Cn1cc(CN2CCCC(C(=O)Nc3ccc(-c4cccc(F)c4)cc3)C2)cn1 (configuration not stated)	-11%	-1%	·	-5%	3%	-3%	-7	-10%	-46%[inhibitor]	-6%
Cc1[nH]c2ccccc2c1/C=N/NC(=O)c1ccccc1	-17%	-1%	?	-3%	-6%	-3%	-3	?	-2%	12%
O=C(Cc1cccs1)N=Nc1c(O)[nH]c2ccccc12	-2%	-8%	·	-1%	17%	-4%	32	?	-24%	-15%
CC(C)(C)c1ccc(OCCC(=O)Nc2cccc(S(=O)(=O)N3CCCCC3)c2)cc1	-2%	-13%	25%	-3%	-10%	1%[46.1 µM]	-7	-12%	-26%	1%
Cc1ccc(Nc2cc(C)nc3ncnn23)c(Cl)c1	0%	-1%	-8%	-10%	8%	-3%[46.1 µM]	4	5%	19%	-6%
CSc1ncccc1C(=O)OCC(=O)c1cc2ccccc2o1	4%	-5%	?	3%	2%	·	0	?	0%	-1%
C=CCSc1nnc2c(n1)OC(c1ccccn1)N(C(C)=O)c1ccccc1-2 (configuration not stated)	-3%	0%	-1%	-1%	-3%	15%	0	?	?	-3%
CNC[C@H]1Oc2ccc(NC(=O)Nc3ccccc3)cc2CC(=O)N([C@H](C)CO)C[C@H]1C	·	-4%	·	2%	0%	2%	-1	·	8%	·
COc1ccc(S(=O)(=O)Cc2ccc(C(=O)N3CCN(c4cc(C)ccc4C)CC3)o2)cc1	6%	-6%	-6%	-6%	1%	-3%	-13	6%	2%	11%
CC(=O)N1CCCC(C(=O)c2ccc3c4c(cccc24)CC3)C1 (configuration not stated)	-2%	4%	-4%	-4%	2%	0%	9	?	-13%	5%
CN1CCN(c2cc3c(cc2F)c(=O)c(C(=O)O)cn3CCF)CC1	5%	6%	·	1%	-3%	-3%	-2	-4%	?	-5%
Cc1cccc2cc(C(c3nnnn3Cc3ccccc3)N3CCCc4ccccc43)c(=O)[nH]c12 (configuration not stated)	1%	-3%	-8%	·	9%	·	-3	18%	31%	-1%
CC(C)(C)c1ccc(S(=O)(=O)N2CCCCC2)cc1	-7%	1%	0%	-2%	2%	-2%[46.1 µM]	1	-10%[11.5 µM]	-6%	?
Cc1ccc(CC(=O)N2CCOCC2)cc1	13%	5%	-2%	-5%	-4%	2%	-5	-2%	25%	4%
CCN(C(=O)c1cc2cccc(OC)c2oc1=O)C1CCCCC1	-16%	-2%	9%	1%	·	2%[46.1 µM]	4	20%	-2%	-3%
COC(=O)COc1ccc(/C=N/NC(=O)c2ccc(N(Cc3ccccc3)S(C)(=O)=O)cc2)cc1	11%	-2%	12%	2%	1%	0%[46.1 µM]	-6	6%	6%	-8%
CN/C(=C\[N+](=O)[O-])NCCSCc1csc(CN(C)C)n1	2%[51.4 µM]	1%	-1%[24.8 µM]	-3%	·	7%	·	·	·	·
O=Cc1c(Cl)nc2ccccn12	9%	-1%	-13%	0%	3%	1%	-8	-3%	10%	-2%
COC(=O)/C=C1/S/C(=N/NC(=O)c2ccccc2OC)NC1=O	2%	-5%	·	-1%	-20%	1%	-22	?	30%	0%
Cc1cc(C)c2c(n1)nn1c(NCCCN(C)C)cc(C)nc21	1%	i	-2%	-2%	26%	-4%	3	-6%	37%[7.66 µM]	-2%
COc1ccc(Cl)cc1C(=O)NNC(=O)CNC(=O)c1ccco1	·	3%	·	-3%	11%	6%	·	·	-2%	·
CC(C)(C)NC(=O)C(c1ccco1)N(C(=O)Cn1nnc(-c2ccc(F)cc2)n1)c1cccc(F)c1 (configuration not stated)	2%	-4%	1%	4%	-7%	-5%[46.1 µM]	-9	1%	-22%	17%
COC(=O)c1onc(-c2c(Cl)cccc2Cl)c1C(=O)OC	-3%	10%	·	0%	-5%	-3%	-1	-1%	5%	-1%
O=C(O)CCN1C(=O)c2ccc(NC(=O)CSc3ccc(Cl)cc3)cc2C1=O	-14%	2%	13%	0%	-3%	-1%	8	15%	-1%	1%
CCOc1ccc(Cl)cc1CSc1n[nH]c(CC)n1	-3%	3%	2%	1%	1%	-5%	-2	3%	18%[7.66 µM]	?
CC(C)Cc1nc2sc3c(=O)n(N)cnc3c2c2c1COC(C)(C)C2	5%	4%	15%	-9%	-2%	-2%[46.1 µM]	-5	?	-15%	-12%
O=C(CSc1nnc(C23CC4CC(CC(C4)C2)C3)o1)Nc1ccc(N2CCOCC2)c(Cl)c1	-1%	7%	-1%	2%	?	2%	15	-12%	1%	4%
CCOC(=O)c1cc2c(ccn2-c2ccc(F)cc2)n1CC(=O)NC(C)(C)C	0%	·	-15%	·	3%	·	-15	-3%	·	?
O=C(CN1C(=O)c2cccnc2Oc2ccc(Cl)cc21)NCCC1=CCCCC1	0%	0%	·	-3%	-2%	3%	-10	-7%	1%	20%
c1ccc(CNC23CC4CC(CC(C4)C2)C3)nc1	-5%	-4%	-18%	-5%	3%	0%	-5	·	7%	-2%
CC1CCN(S(=O)(=O)c2ccc(C(=O)N3CCCCC3C(=O)O)cc2)CC1 (configuration not stated)	·	7%	·	13%	7%	-1%	7	·	20%	0%
Cc1cc(=O)[nH]c(SCC(=O)c2ccccc2)c1C#N	42%[activator]	1%	15%	0%	1%	0%	-7	10%	-8%	12%
Cc1nn(Cc2ccccc2)c(Cl)c1C(=O)OCC#N	0%	-3%	1%	-2%	27%	-4%	1	-2%	-25%	-5%
CCN1C(=O)[C@H]2[C@@H](c3ccc(-c4ccc(F)cc4)cc3)N[C@@](CC(C)C)(C(=O)OC)[C@H]2C1=O	·	1%	·	0%	6%	-5%	-7	·	18%	24%
